# Screening data deposited in PubChem BioAssay by several laboratories.
# KCNK9 block: blocks the human KCNK9 two-pore domain potassium channel; 310,000 compounds, 1.2% hits; HEK293 KCNK9, FluxOR thallium flux fluorescence; stronger effect = lower value; B-score at 10 µM; Q9NPC2;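 active means ratio B-score over 3 SD below the library mean, with starting fluorescence within 5 SD of its mean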;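 further: negative B-score means less thallium flux so channel inhibition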
# GSK3 alpha inh: inhibitors of human GSK-3 alpha kinase; AID 2650; 320,000 compounds, 0.1% hits; inhibition, % at 10 µM; ADP-Glo luminescence, 60 min;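 in the data active means inhibition above about 50%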;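 further: GST-tagged GSK-3 alpha with peptide substrate and 25 µM ATP; 0% = DMSO neutral wells and 100% = GW8510 positive control wells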
# Dyrk1A ADPGlo: Dyrk1A (rat) kinase inhibition; Q63470; inhibition, % at 12.5 µM; 310,000 compounds, 0.43% hits; AID 504441; ADP-Glo luminescence, NFATc1 peptide; in the data active means inhibition above about 50%;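 further: plate controls were vehicle with enzyme for no effect and no enzyme for full effect; many of its hits are not listed in these tables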
# HDAC3 inhib: blocks human histone deacetylase 3 | recombinant HDAC3, fluorogenic peptide/trypsin coupled, fluorescence | inhibition, % at 8.3 µM | 320,000 compounds, 0.15% hits | AID 2718; in the data active means inhibition above about 26%, passing the limit was not always enough; inconclusive means no clear call, values can overlap the other calls
# KCNQ1 block: human KCNQ1 channel inhibition; P51787; CHO-K1 KCNQ1, FluxOR thallium flux fluorescence; stronger effect = higher value; B-score at 10 µM; 310,000 compounds, 1.3% hits; AID 2642;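 active means compounds whose thallium flux B-score, printed positive for inhibition, exceeds three library SD while starting fluorescence stays within three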;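 further: channel opened by potassium depolarization with thallium stimulus after 20 min compound exposure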
# Target sequence (P51787 whole entry, looked up): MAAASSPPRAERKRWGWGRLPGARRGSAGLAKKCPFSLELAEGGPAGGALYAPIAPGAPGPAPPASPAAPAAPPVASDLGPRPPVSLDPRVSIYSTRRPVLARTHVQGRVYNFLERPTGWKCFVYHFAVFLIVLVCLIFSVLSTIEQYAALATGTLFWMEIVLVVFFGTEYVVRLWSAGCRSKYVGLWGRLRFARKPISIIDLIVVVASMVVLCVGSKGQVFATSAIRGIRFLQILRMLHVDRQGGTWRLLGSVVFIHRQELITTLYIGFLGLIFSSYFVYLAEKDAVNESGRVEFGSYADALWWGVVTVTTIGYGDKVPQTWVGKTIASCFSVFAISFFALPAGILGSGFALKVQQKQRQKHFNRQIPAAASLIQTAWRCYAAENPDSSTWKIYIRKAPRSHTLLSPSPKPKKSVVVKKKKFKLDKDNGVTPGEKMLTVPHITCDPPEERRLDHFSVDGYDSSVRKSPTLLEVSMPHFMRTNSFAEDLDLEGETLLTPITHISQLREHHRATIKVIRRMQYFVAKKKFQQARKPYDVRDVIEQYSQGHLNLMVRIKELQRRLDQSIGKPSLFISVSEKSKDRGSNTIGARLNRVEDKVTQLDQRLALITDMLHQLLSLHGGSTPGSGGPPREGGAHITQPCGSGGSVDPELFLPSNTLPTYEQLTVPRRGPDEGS
# PolyA inh: yeast polyadenylation inhibition; S. cerevisiae SKY197-pL101 polyadenylation reporter, beta-gal luminescence; efflux-impaired pdr1/pdr3 knockout yeast; score 100 = 6 SD above DMSO; calls only at 12 µM; 300,000 compounds, 0.02% hits;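 active means lowest replicate activity score at least 50, where 100 means six control SD above control mean; inconclusive means lowest score under 50 but half or more replicates reach 50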;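 further: yeast exposed to compound for 9 h at 30 °C; higher score means more reporter readthrough which indicates perturbed polyadenylation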
# GSK3B inh: human GSK3beta kinase inhibition; P49841; 300,000 compounds, 0.038% hits; GST-GSK3beta kinase, ADP-Glo luminescence, 60 min; stronger effect = lower value; activity score (negative = inhibition), % at 10 µM;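 active means more than half of replicate wells score below -50%, meaning over 50% inhibition versus plate controls; inconclusive means some replicates but at most half score below -50%; inactive means no replicate scores below -50%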;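 further: 0% = median DMSO wells and -100% = median GW8510 positive control wells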
#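 Assay system: GST-tagged human GSK3beta kinase, cell-free; Input: 1.6 ng GSK3beta; Medium: Tris/MgCl2 kinase buffer; Timing: 60 min enzyme reaction, room temperature; Signal: ADP-Glo luminescence quantifying ADP generated by kinase; Evaluation: score relative to plate controls; Benchmarks: DMSO neutral wells and GW8510 at 20 µM as positive.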
# RGS4 pot: RGS4 potentiation or activation; HEK293 M3R/inducible RGS4, carbachol calcium flux Fluo4; stronger effect = lower value; 310,000 compounds, 0.92% hits; B-score at 10 µM;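 active means B-score of the integrated calcium signal more than 4 SD below the library mean, with starting fluorescence not abnormally high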;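 further: negative B-score means reduced calcium response which marks RGS4 activation or potentiation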
#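 test system = M3R-expressing HEK293 line, RGS4 induced by doxycycline | probe or stimulus = carbachol at ECmax as muscarinic agonist stimulus | timing = dye loading 30 min 37 °C, buffer rest 30 min RT | signal = calcium dye Fluo4 fluorescence | evaluation = B score from integrated fluorescence ratio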
# hERG rescue: hERG (human) protection from proarrhythmic block. Q12809. CHO-hERG, FluxOR thallium flux, dofetilide IC70 present. activation (rescue from dofetilide block), less the hit threshold, % at 10 µM. 310,000 compounds, 0.51% hits. AID 1511;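 active means activation above the mean of controls blocked by dofetilide plus 5 SD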;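 further: thallium influx through hERG after potassium depolarization seen as dye fluorescence rise; in these data hits start at about 4.7%; inactives centre near -7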
# KCNQ1 act: potentiators or activators of human KCNQ1 potassium channel. P51787. CHO-K1 KCNQ1, thallium flux FluxOR fluorescence; stronger effect = higher value. B-score at 10 µM. 310,000 compounds, 0.35% hits;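 active means fluorescence ratio B-score, a plate-corrected score, at least three library SD, with initial intensity B-score within 5 SD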
#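 Assay system: CHO-K1 cells stably expressing KCNQ1; Medium: assay buffer with matched DMSO; Also added: K+/Tl+ depolarizing stimulus; Dosing: single dose; Timing: dye 90 min, compound 20 min, room temperature; Measured by: kinetic FluxOR thallium fluorescence, 10-s 1-Hz baseline, 110-s post-stimulus read; Read-out: peak-minus-minimum fluorescence over initial fluorescence, negative-control normalized, B-scored.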
# KCNK3 block: human KCNK3 channel inhibition, primary screen | O14649 | CHO-KCNK3 thallium flux, FluxOR fluorescence; stronger effect = lower value | B-score at 10 µM | 340,000 compounds, 0.84% hits;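 active means B-score under library mean minus 4 SD, starting fluorescence ratio at most library mean plus 5 SD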;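 further: more negative B-score means stronger inhibition of thallium flux through KCNK3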
# Target sequence (O14649 whole entry, looked up): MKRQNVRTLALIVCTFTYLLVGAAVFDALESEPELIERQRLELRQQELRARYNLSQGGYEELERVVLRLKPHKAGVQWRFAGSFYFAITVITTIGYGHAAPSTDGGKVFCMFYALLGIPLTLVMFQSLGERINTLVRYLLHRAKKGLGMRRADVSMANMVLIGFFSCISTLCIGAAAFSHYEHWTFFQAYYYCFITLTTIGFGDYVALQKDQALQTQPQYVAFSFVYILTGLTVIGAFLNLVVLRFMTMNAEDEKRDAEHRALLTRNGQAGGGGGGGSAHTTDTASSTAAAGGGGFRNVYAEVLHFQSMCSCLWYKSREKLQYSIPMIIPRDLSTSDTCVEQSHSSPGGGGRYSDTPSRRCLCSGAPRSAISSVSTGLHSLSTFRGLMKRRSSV
# * hit, by the source's call; i = inactive; u = inconclusive; x = no result given. Only part of the results is shown; the hit share may differ from the screen's.
Structure	KCNK9 block	GSK3 alpha inh	Dyrk1A ADPGlo	HDAC3 inhib	KCNQ1 block	PolyA inh	GSK3B inh	RGS4 pot	hERG rescue	KCNQ1 act	KCNK3 block
CCOC(=O)CP(=O)(c1ccccc1)c1ccccc1	i	-5	3	3	i	i	-4	i	-1	i	i
O=C(NCc1ccccc1)c1cccnc1	i	-1	-3	-2	i	i	2	i	-4	i	i
Cn1c(NC(=O)c2cccs2)c(-c2cccs2)c(=O)c2ccccc21	i	-5	-3	2	i	x	0	i	-13	i	i
O=S(=O)(c1ccc(F)cc1)N1CCN(Cc2ccccn2)CC1	i	0	x	2	i	i	8	i	-4	i	i
CC1CCN(C(=O)/C(=C\c2ccccc2)NC(=O)c2ccccc2)CC1	i	-3	-1	-6	i	i	-2	i	-11	i	i
COc1ccc(C(=S)N2CCOCC2)cc1OC(=O)c1ccccc1	i	-1	2	3	i	i	-2	i	-6	i	i
Cn1nnnc1SCC(=O)NCc1ccccc1	i	-2	3	0	i	i	-12	i	-6	i	i
O=C(NCCCN1CCOCC1)C(=O)N/N=C/c1ccccc1O	i	0	-4	-1	i	i	1	i	-8	i	i
O=C(NCc1ccco1)C1CCCN1S(=O)(=O)c1ccc2ccccc2c1 (configuration not stated)	i	-3	-6	u	i	i	2	i	-6	i	i
COc1ccccc1NS(=O)(=O)c1c(C(=O)N2CCCC2)c(C)n(C)c1C	i	x	-7	-14	i	i	0	i	-7	i	i
COC(=O)c1cc(=O)n(Cc2ccc3c(c2)OCO3)c(=Nc2ccc(F)c(Cl)c2)s1	i	-2	1	0	i	i	1	i	-6	i	i
CC(=O)c1ccc(OC(=O)COc2ccccc2Cl)cc1	i	1	x	1	i	i	-4	i	-2	i	i
CCOC(=O)c1c(C)[nH]c(C(=O)Cn2nnc(-c3ccccc3)n2)c1C	i	-2	-6	2	i	i	0	i	-7	i	i
O=C(NCCc1ccccc1)C1(c2ccccc2)CC1(Cl)Cl (configuration not stated)	i	x	1	2	i	i	0	i	-11	i	i
CC(C)C(=O)N(Cc1ccc2c(c1)OCO2)Cc1ccccn1	i	-3	-3	9	i	i	-1	i	-11	i	i
CCCCC(CC)CNC(=O)c1cccs1 (configuration not stated)	i	-2	-4	9	i	i	-4	i	-7	i	i
CCN=C1S/C(=C\c2ccc(O)c(OCC)c2)C(=O)N1CC	i	1	2	8	i	i	0	i	-17	i	i
COc1ccc(CNn2c(-c3ccccc3F)nc3ccccc3c2=O)cc1OC	i	-2	-1	2	i	i	2	i	-8	i	i
O=C1CC(N2CCN(c3ccccc3)CC2)C(=O)N1CCc1ccccc1 (configuration not stated)	i	1	4	5	i	i	-2	i	-10	i	i
Cn1c(CNC(=O)c2ccccc2F)nnc1SCC(=O)Nc1nnc(C2CC2)s1	i	2	1	0	i	i	-1	i	-8	i	i
Cc1cc(C)c(S(=O)(=O)N2CCN(C(=O)c3ccc(-n4cncn4)c([N+](=O)[O-])c3)CC2)c(C)c1	i	-5	12	2	i	i	-4	i	-11	i	i
Cc1ccccc1NC(=O)c1cn2c(nc3ccccc32)c(C#N)c1C	i	-1	-2	0	i	i	0	i	-9	i	i
Cc1cccc(OCC(O)Cn2c(N3CCCCC3)nc3c2c(=O)n(C)c(=O)n3C)c1 (configuration not stated)	i	-2	1	0	i	i	-1	i	-1	i	i
CNC(=S)SCCOc1ccccc1	i	-3	-4	12	i	i	0	i	-5	i	i
COc1cccc(C(=O)Nc2cccc(-c3ccccc3)c2)c1	i	0	-8	3	9*	i	5	i	-2	i	-12*
O=c1cc(CNc2cc(Cl)ccc2Cl)nc2sccn12	i	-2	8	-2	i	i	-1	i	-14	i	i
O=C(O)CSc1cccc[n+]1[O-]	i	-1	-2	-1	i	i	0	i	-4	i	i
COc1ccc(C(C)NC(=S)NCc2ccc(F)cc2)cc1OC (configuration not stated)	i	-3	x	x	i	i	-6	i	-10	i	i
CN(C)c1oc(-c2ccccc2[N+](=O)[O-])nc1C#N	i	6	0	-6	i	i	1	i	4.7*	i	i
CCC1COCCS(=O)(=O)N1Cc1ccc(F)cc1 (configuration not stated)	i	-1	3	0	i	i	-2	i	-4	i	i

# Carrying on.
Structure	KCNK9 block	GSK3 alpha inh	Dyrk1A ADPGlo	HDAC3 inhib	KCNQ1 block	PolyA inh	GSK3B inh	RGS4 pot	hERG rescue	KCNQ1 act	KCNK3 block
CCOC(=O)c1cc(Br)c(=O)n2ccccc12	i	-1	0	-4	i	i	1	i	0	i	i
C=CCn1c(SCC(=O)N2CCCCCC2)nc2ccccc2c1=O	i	5	-2	0	i	i	-1	i	-3	i	i
CC(=O)c1cccc(N(CC(=O)N2CCOCC2)S(C)(=O)=O)c1	i	-7	-2	2	i	i	0	i	-5	i	i
O=S(=O)(c1cccs1)N1CCN(c2ccc(F)cc2)CC1	i	1	-2	7	i	i	0	i	-7	i	i
C=CCC(c1ccccc1F)N(CCN1CCOCC1)C(=O)Nc1cccc(Cl)c1 (configuration not stated)	-13*	-1	3	-8	i	i	0	i	-14	i	-8.9*
Cc1cc(NC(=O)CSc2nc(CCC3CCCC3)nc3ccccc23)no1	i	1	-6	7	i	i	1	i	-17	i	i
O=C(N1CCOCC1)C12CC3CC(C1)CC(c1ccccc1)(C3)C2	i	1	3	-1	i	i	1	i	2	i	i
Cc1ccc2nc(CSc3nc(C)cc(C)c3C#N)[nH]c2c1	i	x	-2	-5	i	i	-2	i	-8	i	i
O=C1Nc2ccc(S(=O)(=O)NCc3ccco3)c3cccc1c23	i	4	16	-8	i	i	-4	i	-7	i	i
O=C(N/N=C/c1ccccc1)c1c(O)c2ccccc2[nH]c1=O	i	-15	2	-2	i	x	-2	i	-8	i	i
COc1ccc(-n2cc(CNC3CCOCC3)c(-c3cccc(F)c3)n2)cc1	i	-4	12	-33	i	i	0	i	-8	i	i
Cc1ccc(NC(=O)CCN2CC(C)OC(C)C2)cc1C (configuration not stated)	i	-5	-4	-13	i	i	3	i	0	i	i
O=C(O)C1=C[C@@H](c2ccc3c(c2)OCO3)C[C@@H](OCCCCO)O1	i	-21	7	-7	i	i	0	i	-8	i	i
Cc1nnc(SCC(=O)N2CC(=O)Nc3ccccc32)s1	i	-1	0	-2	i	i	5	i	2	i	i
Cc1c2c(c(C)n1C)C(C(=O)NC1CCCCC1)N(Cc1ccccc1)C2=O (configuration not stated)	i	0	7	1	i	i	-7	i	-7	i	i
Cn1cc(Br)c(C(=O)Nc2sc3c(c2C#N)CCC3)n1	i	-1	x	-9	i	i	3	i	-4	i	i
COc1ccc(C(=O)/C=C/Nc2ccc(S(=O)(=O)Nc3nc(C)cc(C)n3)cc2)c(OC)c1	i	-1	12	-2	i	i	-2	i	-17	i	i
CCC(Nc1ccc(OC)cc1)C(=O)N/N=C/c1ccc([N+](=O)[O-])cc1 (configuration not stated)	i	1	12	1	i	i	1	i	-11	i	i
CC(Oc1ccc(Cl)cc1)c1ccnn1S(C)(=O)=O (configuration not stated)	i	1	1	-8	i	i	1	i	4	i	i
CCc1ccc2c(c1)C(NC(C)=O)C(=O)N2CC (configuration not stated)	i	0	4	-2	i	i	1	i	-7	i	i
COc1ccc(Oc2c(C)oc3c(CN(C)C)c(O)ccc3c2=O)cc1	i	-3	-6	-1	i	i	4	i	-8	i	i
O=C(NCc1ccccc1)Nc1cc(Cl)ccc1Cl	i	-2	3	-14	i	i	-1	i	-11	i	i
CCn1c2ccccc2c2cc(NC(=O)C(=O)N3CCOCC3)ccc21	i	-3	-2	-2	i	i	-3	i	-10	i	i
CCS(=O)(=O)n1nc(-c2ccco2)nc1SC	i	-3	0	4	i	i	-4	i	-11	i	i
O=C(NCC1CCCO1)C1c2ccccc2C(=O)N1C1CCCCCCC1 (configuration not stated)	i	8	5	-1	i	i	1	i	-6	i	i
C/C(=N\NC(=O)c1cccc(S(=O)(=O)N2CCOCC2)c1)c1cc2ccccc2o1	i	0	-2	10	i	i	-1	i	-9	i	i
O=C(N/N=C/c1ccco1)c1cc(-c2ccc(Br)s2)[nH]n1	i	5	-1	7	i	i	0	i	-2	i	i
Cc1[nH]nc(Nc2ccc(Br)cc2)c1[N+](=O)[O-]	i	-1	-6	6	i	i	6	i	-2	i	i
CN(Cc1cnn(C)c1)C(=O)C1CCC(=O)N(C2CCCCCC2)C1 (configuration not stated)	i	2	-4	-2	i	i	-2	i	-4	i	i
CN(C(=O)c1ccc(N2CCOCC2)c([N+](=O)[O-])c1)C1CCCCC1	i	-1	4	3	i	i	0	i	-4	i	i

# Later entries
Structure	KCNK9 block	GSK3 alpha inh	Dyrk1A ADPGlo	HDAC3 inhib	KCNQ1 block	PolyA inh	GSK3B inh	RGS4 pot	hERG rescue	KCNQ1 act	KCNK3 block
CCOc1cc(S(=O)(=O)N2CCCCC2)ccc1Cl	i	-3	-1	7	i	i	0	i	-7	i	i
Fc1ccc(Cn2c(SCc3ccc(F)c(F)c3)nnc2C(F)(F)F)cc1	-9*	-2	-4	4	i	i	0	-8.5*	-18	i	i
CCC(=O)N1CCc2cc(S(=O)(=O)NCCC(=O)Nc3ccc(OC)cc3)ccc21	i	-2	-2	-1	i	i	2	i	-7	i	i
Cc1[nH]c2ccccc2c1C(=O)CSc1ccc(Cl)cc1	i	3	-2	u	i	i	-1	i	-11	i	i
Cc1ccc(S(=O)(=O)C(F)(F)F)cc1NC(=O)c1cccnc1	i	-1	3	3	i	i	-6	i	-9	i	i
COc1ccc(NC(=S)N(CCCOC(C)C)C2CCN(C(C)=O)CC2)cc1Cl	i	3	-1	-6	i	i	1	i	-5	i	i
Nc1cc(Cl)ccc1N1CCCC1	i	0	2	-8	i	i	2	i	-2	i	i
CNS(=O)(=O)c1cc(Cl)ccc1Sc1ccccc1C(=O)O	i	1	6	1	i	i	0	i	-7	i	i
